High-throughput results from PubChem.
CHRM4 antagonist: CHRM4 antagonism in calcium assay; P08173; inhibition, % at 3 µM; AID 624125; 360,000 tested, 0.73% active; CHO-hM4 cells, ACh EC80, Fluo-8 calcium fluorescence;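 active = inhibition above its plate's cutoff, the mean inhibition of sample wells plus 3 SD, cut at about 27% in these data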;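 also: 0% = acetylcholine EC80 with DMSO and 100% = DMSO without agonist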
M4 PAM: CHRM4 positive allosteric modulation; P08173; CHO-K1 hM4/Gqi5, Fluo-8 calcium fluorescence, ACh EC20; 0% = ACh EC20, 100% = maximal ACh; activation, % at 3 µM; 360,000 tested, 0.4% active;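 active = activation above its plate's cutoff, the mean activation of sample wells plus 3 SD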; also: some results filed as inactive read as strong as hits
CHRM4 agonist: agonists of human muscarinic M4 receptor (CHRM4) | P08173 | CHO-K1 hM4/Gqi5, Fluo-8 calcium fluorescence; vehicle 0%, full acetylcholine response 100% | activation, % at 3 µM | 360,000 tested, 0.14% active;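 active = activation above the run mean over all test wells plus 3 SD, cut at about 32% in these data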;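 also: peak over basal fluorescence ratio per well then scaled between controls; 0% = DMSO wells and 100% = acetylcholine at EC100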
CRFBP-R2 agonist: agonists of human CRF-binding protein/CRF-R2 receptor complex. HEK293 CRF-R2/CRF-BP, calcium dye fluorescence (FLIPR); percent of saturating CRF peptide response. activation, % at 13.2 µM. 350,000 tested, 0.46% active;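 active = activation of at least 50%, plus an integration ratio under a set limit after plate pattern correction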;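 also: plate controls were neutral control wells without compound for no effect and CRF at EC100 for full effect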
M5 PAM: positive allosteric modulators of human muscarinic M5 receptor; CHO-K1 hM5, Fluo-8 calcium, ACh EC20 PAM; 0% = ACh EC20, 100% = ACh EC100; activation, % at 3 µM; 360,000 tested, 0.3% active;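 active = activation above the run cutoff, the mean activation of all test compounds plus 3 SD, cut at about 18% in these data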
Target sequence (P08912 whole entry, looked up): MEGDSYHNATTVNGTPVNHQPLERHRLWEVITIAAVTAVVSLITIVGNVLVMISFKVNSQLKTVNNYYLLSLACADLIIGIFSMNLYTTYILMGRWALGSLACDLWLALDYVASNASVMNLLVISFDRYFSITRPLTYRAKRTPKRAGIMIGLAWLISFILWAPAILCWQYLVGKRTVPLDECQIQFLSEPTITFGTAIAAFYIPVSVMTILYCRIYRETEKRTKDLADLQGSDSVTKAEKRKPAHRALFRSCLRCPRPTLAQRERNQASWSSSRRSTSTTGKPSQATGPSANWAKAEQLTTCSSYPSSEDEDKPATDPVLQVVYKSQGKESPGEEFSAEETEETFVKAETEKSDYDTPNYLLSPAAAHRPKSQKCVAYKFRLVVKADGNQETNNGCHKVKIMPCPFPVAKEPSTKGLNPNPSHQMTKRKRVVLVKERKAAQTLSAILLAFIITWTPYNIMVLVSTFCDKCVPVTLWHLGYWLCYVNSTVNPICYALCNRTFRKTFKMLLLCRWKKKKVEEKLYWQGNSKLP
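Assay system: CHO-K1 hM5 cells. Also added: acetylcholine at EC20 concentration, added after compound. Dosing: 3 µM, single dose. Times: compound preincubation 140 s before EC20 acetylcholine addition. Signal: Fluo-8 calcium fluorescence. Measure: % activation relative to EC20 and EC100 ACh responses. Repeats: singlicate, one well per test compound.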
CHRM5 antagonist: blocks acetylcholine activation of human M5 receptor; P08912; CHO-hM5 cells, Fluo-8 calcium fluorescence, ACh EC80; inhibition, % at 3 µM; 360,000 tested, 0.59% active;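 active = inhibition above a per-plate cutoff, the mean of that plate's test compounds plus 3 SD, cut at about 27% in these data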;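 also: 0% = acetylcholine EC80 with DMSO and 100% = DMSO without agonist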
M1 PAM: positive allosteric modulators of human M1 muscarinic receptor; CHO-K1 hM1, Fluo-8 calcium fluorescence, ACh EC20; 0% = ACh EC20, 100% = maximal ACh; 360,000 tested, 0.088% active; activation, % at 3 µM; P11229; in the data active = activation above about 19%, passing the limit was not always enough
Target sequence (P11229 whole entry, looked up): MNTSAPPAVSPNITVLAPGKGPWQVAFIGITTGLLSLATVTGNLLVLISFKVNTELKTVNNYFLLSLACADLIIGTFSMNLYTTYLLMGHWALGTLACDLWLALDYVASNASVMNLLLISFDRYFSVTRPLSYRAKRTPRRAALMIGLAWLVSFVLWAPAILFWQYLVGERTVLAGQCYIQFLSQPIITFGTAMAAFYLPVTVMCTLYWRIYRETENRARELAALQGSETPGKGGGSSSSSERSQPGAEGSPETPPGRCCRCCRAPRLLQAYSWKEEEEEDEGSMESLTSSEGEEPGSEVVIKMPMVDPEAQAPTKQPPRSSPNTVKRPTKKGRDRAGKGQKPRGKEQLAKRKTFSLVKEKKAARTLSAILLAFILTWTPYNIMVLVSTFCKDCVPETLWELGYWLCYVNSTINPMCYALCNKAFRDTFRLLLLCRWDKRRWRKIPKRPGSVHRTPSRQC
CHRM5 agonist: agonists of human muscarinic M5 receptor (CHRM5). P08912. CHO-K1 hM5 cells, Fluo-8 calcium fluorescence; 0% DMSO wells, 100% maximal acetylcholine response. activation, % at 3 µM. 360,000 tested, 0.19% active. AID 624037;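 active = activation above the run's mean over test compounds plus 3 SD, cut at about 23% in these data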;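 also: signal is peak over basal fluorescence ratio across the kinetic read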
CRFBP-R2 block: blocks CRF-induced signaling of the CRF-BP/CRF-R2 complex; HEK293 CRF-R2/CRF-BP, CRF-induced calcium fluorescence; inhibition, % at 11.8 µM; 350,000 tested, 0.59% active;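 active = inhibition of the ligand-induced calcium signal above about 50% at the single tested concentration, limit read from the data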
An asterisk follows results filed as active; / = not tested or not shown.

SMILES	CHRM4 antagonist	M4 PAM	CHRM4 agonist	CRFBP-R2 agonist	M5 PAM	CHRM5 antagonist	M1 PAM	CHRM5 agonist	CRFBP-R2 block
CC(C)Cc1ccc(-c2cc(=O)[nH][nH]2)cc1	5	-10	20	-0.5	-13	28*	-7	-2	-5
C=CCN(C(=O)c1cccc(N2C(=O)C3CC=CC(C)C3C2=O)c1)c1ccccc1 (stereo unspecified)	5	0	0	1.2	2	9	3	1	-5
CC(Cc1cccs1)NC(=O)Nc1ccc(Cl)cc1 (stereo unspecified)	-10	-3	8	-0.9	-15	8	4	-4	38
CCCC1CCC(=C(C#N)C(N)=O)CC1 (stereo unspecified)	-4	22	-1	-3.2	-3	7	3	-3	4
COC(=O)C1=C(C(=O)OC)[C@@H]2N(C)c3ccccc3[C@@]23C[C@@H](CO)N(C(=O)C2CCC2)C3=N1	-2	9	3	-1.3	6	10	8	1	-3
Cc1ccc(C(=O)Nc2cc3[nH]c(=O)oc3cc2C)cc1	1	1	-1	-1.4	-2	3	11	-4	2
O=C(CSc1nnc(CNC(=O)c2c(F)cccc2Cl)o1)Nc1ccccc1	2	-5	1	-2.5	-4	4	-7	0	15
CC(C)CN(C(=O)c1cccc(Cl)c1)c1c(N)n(CC(C)C)c(=O)[nH]c1=O	-11	3	1	-0.9	10	-11	7	-1	0
O=C(CNC(=O)c1cccs1)NC1=NCCS1	8	-1	-1	0.3	0	3	1	2	12
CC(=O)CCn1c(=O)n(CCC(C)=O)c(=O)n(CCC(C)=O)c1=O	2	3	0	2.0	-6	0	8	-2	5
C/C(=N/NC(=O)c1ccc(C(C)(C)C)cc1)c1ccccn1	-7	-1	4	-0.4	-1	1	3	2	6
CCC(=O)N1CCCC(C)(C(=O)Nc2ccc(OC(F)F)cc2)C1 (stereo unspecified)	-17	11	0	/	2	-4	3	-1	/
CCOc1ccc(C(C(=O)NC2CCCC2)N(C(=O)c2snc(C(N)=O)c2N)c2cccc(O)c2)cc1 (stereo unspecified)	20	-14	18	3.9	-11	21	-10	0	2
CC(C)OCC(O)CN1CCNCC1 (stereo unspecified)	4	7	0	-1.9	-2	3	11	-1	25
CC(O)CNC(=S)Nc1ccccc1 (stereo unspecified)	-5	8	0	3.7	4	2	10	-2	-7
COc1ccccc1C(=O)NCCSCc1ccccc1Cl	1	2	0	-0.1	-4	8	0	-5	3
CCCCC(c1nnnn1CC1CCCO1)N1CCN(Cc2ccccc2)CC1 (stereo unspecified)	-2	6	1	0.0	4	1	7	-7	-13
CC(C)(C)NC(=O)C(c1cccs1)N(CC1CCCO1)C(=O)Cn1nnc(-c2cccs2)n1 (stereo unspecified)	-8	3	2	0.9	-10	5	-2	0	-37
CC(Oc1ccc2oc(-c3ccccc3)c(C(=O)O)c2c1)C(=O)O (stereo unspecified)	-6	-2	0	-0.4	6	-12	7	2	-17
Cc1cc(C)cc(NC(=O)CSc2nc3ccccc3nc2N2CCCCC2)c1	-15	5	0	1.7	1	0	7	2	0
Cc1cc(NC(=O)CN2C(=O)NC(C)(CC(C)C)C2=O)no1 (stereo unspecified)	-2	0	1	0.8	3	1	4	5	7
CC12CCC(C(=O)NCc3ccc4c(c3)OCO4)(CC1=O)C2(C)C (stereo unspecified)	-2	2	0	0.8	-1	-5	3	-1	-9
Cc1cc(C)nc(NS(=O)(=O)c2ccc(NC(=O)C3COc4ccccc4O3)cc2)n1 (stereo unspecified)	-6	6	1	-1.7	7	-5	11	-3	-7
COC(=O)Nc1ccc(S(=O)(=O)NNC(=O)c2c(O)c3ccccc3[nH]c2=O)cc1	0	-3	0	-0.7	-3	8	-1	-1	9
CC(=O)Nc1ccc(C(F)(F)F)cc1Cl	4	3	2	1.0	-2	2	8	-2	-16
O=C(CC(CC(=O)c1ccc(Cl)cc1)c1ccccc1C(=O)O)c1ccc(Cl)cc1	-20	2	-2	-2.1	8	-2	29	-2	12
CCCCCCc1nc(C(N)=O)c2[nH]c(=O)n(-c3ccc(OC)cc3OC)c2n1	-18	0	0	-1.5	1	-2	16	-1	0
CCOC(=O)COc1cccc2c(=O)n(CC(=O)N3CCc4ccccc43)ccc12	-2	4	0	1.3	-2	1	11	0	-22
Cc1cc(=O)n2c3c(cccc13)CCC2	3	11	0	-1.8	-1	-5	0	-2	-11
O=C(Nc1cccc(Cl)c1)N1CCN(Cc2ccccc2)CC1	-10	7	2	0.4	-4	6	11	0	2

Not a retest: entries from further up.
SMILES	CHRM4 antagonist	M4 PAM	CHRM4 agonist	CRFBP-R2 agonist	M5 PAM	CHRM5 antagonist	M1 PAM	CHRM5 agonist	CRFBP-R2 block
CCOC(=O)COc1cccc2c(=O)n(CC(=O)N3CCc4ccccc43)ccc12	-2	4	0	1.3	-2	1	11	0	-22
Cc1cc(=O)n2c3c(cccc13)CCC2	3	11	0	-1.8	-1	-5	0	-2	-11
O=C(Nc1cccc(Cl)c1)N1CCN(Cc2ccccc2)CC1	-10	7	2	0.4	-4	6	11	0	2

CHRM5 antagonist: hit marks shown above.
SMILES	CHRM4 antagonist	M4 PAM	CHRM4 agonist	CRFBP-R2 agonist	M5 PAM	CHRM5 antagonist	M1 PAM	CHRM5 agonist	CRFBP-R2 block
CC(C)Cc1ccc(-c2cc(=O)[nH][nH]2)cc1	5	-10	20	-0.5	-13	28*	-7	-2	-5

(list continues)
SMILES	CHRM4 antagonist	M4 PAM	CHRM4 agonist	CRFBP-R2 agonist	M5 PAM	CHRM5 antagonist	M1 PAM	CHRM5 agonist	CRFBP-R2 block
Cc1ccc(F)cc1NC(=O)C1CCN(c2cnccn2)CC1	-9	22	1	-1.9	-5	5	9	-4	-1
CCCn1nc2cc(C(=O)NCCCCc3ccccc3)ccc2c1OCC	4	-1	1	-0.9	2	8	6	-3	-9
Cc1cc(=O)n2c(C(=O)Nc3ccc(C)c(C)c3)c(C(=O)Nc3ccccc3)sc2n1	9	-4	1	-1.5	-2	5	10	1	22
COc1ccccc1C(=O)N/C(=C/c1cccc([N+](=O)[O-])c1)C(=O)Nc1cccc(C(=O)O)c1	1	2	1	-1.5	-4	18	13	-4	-10
O=c1ccc(OCCOc2ccccc2)nn1-c1ccccc1	-5	5	2	0.7	-2	2	4	0	4
CC(NC(=O)[C@H](NC(=O)[C@@H]1Cc2ccccc2CN1)c1ccccc1)c1ccccc1 (stereo partly specified)	-6	7	2	-1.8	-5	12	15	4	3
O=S(=O)(c1ccccc1)N(C1=NCCS1)S(=O)(=O)c1ccccc1	15	8	1	-0.2	3	-3	8	0	-1
O=C(O)c1ccc(NCc2ccc(Br)cc2)cc1	6	-3	3	-2.6	-11	11	5	1	1
C=C(C)C1CC=C(C)/C(=N/NC(=O)c2ccc(NC(=O)CCC)cc2)C1 (stereo unspecified)	-1	-5	1	-2.9	-5	4	4	-1	-2
COc1cc(CNCC(C)C)cc(Br)c1OCC(=O)Nc1ccccc1	-13	-3	12	5.3	2	-5	4	-2	-53
COc1ccc2c(c1)NC(c1ccc(N(C)C)cc1)c1cccn1-2 (stereo unspecified)	-4	0	1	2.0	1	-3	1	4	5
O=C(NNS(=O)(=O)c1cc(Cl)cc(Cl)c1)c1sccc1-n1cccc1	-6	6	0	1.1	-1	-1	11	-11	6
Cc1cc(C)n2nnnc2n1	-3	0	0	0.1	-1	-2	-4	2	-1
Cc1ccc([C@H]2N[C@]3(CCCN(CC4CCCCC4)C3=O)[C@H]3C(=O)N(C)C(=O)[C@@H]23)cc1	-9	4	0	-1.7	4	-4	2	-1	6
CCC(Sc1nc(-c2ccccc2)c(C#N)c(=O)[nH]1)C(=O)Nc1nnc(C)s1 (stereo unspecified)	5	4	0	1.2	-1	-1	5	-1	18
N#Cc1ccccc1OCC(=O)NCC(c1ccc(F)cc1)N1CCOCC1 (stereo unspecified)	18	-8	0	-0.6	0	-3	-3	-2	2
Cc1ccccc1CN1C[C@H]2CON(C)[C@H]2C[C@H]1c1cccc(Br)c1	-18	-8	-2	6.7	-9	-3	-6	-3	12
CC(C)CC(NC(=O)C(NC(=O)OC(C)(C)C)C(C)C)C(=O)NC(CCC(=O)OCc1ccccc1)C(N)=O (stereo unspecified)	2	2	1	-0.5	-4	6	10	-8	11
COc1cc(/C=N/NC(=O)COc2ccc(C)cc2)ccc1OC(=O)c1cccs1	12	-6	1	-0.8	-11	5	0	-4	20
COc1cccc(N/C(C)=C/C(=O)c2ccc(Br)cc2)c1	-3	2	1	0.1	0	1	-4	-4	2
COc1ccc(C(=O)c2cc([N+](=O)[O-])ccc2N2CCOCC2)cc1	10	-3	1	-3.8	-2	6	1	-2	-1
C[C@H]1CN([C@@H](C)CO)C(=O)CCCn2cc(nn2)CO[C@@H]1CN(C)C(=O)Nc1ccccc1C(F)(F)F	-2	-3	2	3.0	-3	1	2	2	-12
CN(/C(=N\S(=O)(=O)c1ccccc1)c1ccccc1)c1ccc(O)cc1	1	-5	2	-0.8	-6	2	5	0	-17
Cc1nc(C(=O)N(C)C)nn1-c1ccc([N+](=O)[O-])cc1	1	0	1	2.7	-7	-1	-5	-1	10
COc1ccccc1CN1C(=O)c2ccccc2C1C(=O)NC1CCC(C)CC1 (stereo unspecified)	-8	-4	0	-0.6	4	8	1	-5	-9
O=C(CSc1nc2cc3c(cc2c(=O)n1CCC1=CCCCC1)OCO3)NCc1ccco1	1	4	0	1.2	-8	10	1	-1	2
CCOc1ccc(OCCC(=O)OCC(=O)NNC(=O)c2ccccc2)cc1	-11	17	1	0.6	3	5	11	-4	18
CC(NS(=O)(=O)c1ccc(F)cc1)C(c1cccs1)N1CCN(C)CC1 (stereo unspecified)	3	-3	1	12	5	-5	4	-11	-18
CCCCn1c(N)c(N(CC(C)C)C(=O)Cn2c(=O)oc3ccccc32)c(=O)[nH]c1=O	-3	-1	2	-1.5	5	2	2	1	-5
c1ccc(Oc2cccc(CN3CCCCC3)c2)cc1	15	-13	1	0.2	-13	11	-32	-7	0
Cc1ccc(S(=O)(=O)/N=C(/c2ccc(F)cc2)N(C)C)cc1	4	-2	0	-0.2	-1	12	12	-4	-7
COc1ccc(OC)c(/C=C/C(=O)OCC(=O)Nc2ccc3c(c2)OCCO3)c1	4	-3	1	0.1	3	0	13	-1	-13
COC(=O)/C(=C/Nc1ccc(O)cc1)[N+](=O)[O-]	15	-2	-1	0.4	4	8	6	-5	-4
Cc1cc(C)n(-c2ccc(C(=O)Oc3ccc4c(c3)OCO4)cc2)n1	-13	-6	4	-0.8	-5	-3	-8	-12	73*
Clc1ccc(CN2C3=NCCCN3c3ccccc32)cc1Cl	14	-12	4	-1.4	-3	12	-12	-8	0
O=C(O)c1ccccc1C(=O)N(Cc1ccccc1)Cc1ccccc1	9	-9	0	-0.6	-1	4	-3	-1	-10
O=C(c1ccc(N2CCCC2=O)cc1)N1CCN(c2ccccc2Cl)CC1	-3	-4	5	-1.4	-4	5	-3	-2	-15
COc1c(F)cccc1C1=CC(=O)C[C@H](c2ccc3c(c2)OCO3)C1	4	-1	7	-0.2	-11	0	-1	-1	13
O=C(/C=C/c1ccccc1[N+](=O)[O-])NCCCN1CCCC1=O	9	-4	1	0.6	-3	21	3	-2	4
CCOC(=O)C1=C(N)OC2=C(C(=O)CCC2)C1c1cccs1 (stereo unspecified)	-15	3	-1	-0.9	-4	-1	5	-1	5
